Bioassay records as filed in PubChem BioAssay.
Lipid storage S3: qHTS Assay for Lipid Storage Modulators in Drosophila S3 Cells | Drosophila S3 cells, BODIPY lipid droplet fluorescence, 18-24 h; cells fed with added oleic acid | Potency in µM for hits, for the others lipid storage change, negative = inhibition, % at the top dose, mostly 46.1 µM | 320,000 tested, 0.64% active | AID 2685; active means well fitted inhibition curve with a large enough effect in the signal ratio, with a control signal flat, not every such curve was filed as active; inconclusive means small, poorly fitted or top-dose-only effect, or effect the other way, or a change in a side signal; the % refers to the signal ratio
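Drosophila S3 cells got compounds at several concentrations plus oleic acid (400 uM solution). Laser-scanning cytometry with 488 nm excitation read lipid droplets at 500-530 nm and cells at 575-640 nm. Percent activity was relative to 20 uM Triacsin C.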
Lipid storage S3 cell count max: also measured in Lipid storage S3; calls as there; cell number change, %; measured here: cell count max response;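 cells counted by Cell Tracker Red CMTPX staining in the red channel; peak over a dose series mostly up to 46.1 µM; percent activity relative to internal control wells on each plate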
Starred values were filed as active, the others as inactive; i = inactive; ? = inconclusive; · = no result given. On the % scale 0 is the no-effect control and ±100 the full control effect; potency means the concentration at half of the fitted maximal effect. Only part of the results is shown; rates above refer to the full screens.

SMILES | Lipid storage S3 | Lipid storage S3 cell count max
CC(C)C(NC(=O)c1cccs1)C(=O)NC1=NCCS1 (configuration not stated) | ? | ·
O=C(COc1ccc(Br)cc1)NC1CC1 | ? | ·
O=C(CSc1nnc2ccccn12)Nc1nsc(-c2ccccc2)n1 | ? | ·
COc1ccc(C2C(=O)c3ccccc3C2=O)c(OC)c1 | 4% | 13
CC1CCCC(NC(=S)Nc2cccc(S(=O)(=O)N(C)C)c2)C1C (configuration not stated) | 8% | 8
CC1(C)Cc2cccc(OCC(=O)NC3CC3)c2O1 | ? | ·
Cn1ccnc1C1CCCCN1Cc1nc(Cc2ccccc2F)no1 (configuration not stated) | 4% | 17
O=C(NCc1ccccn1)c1ccc(N2CCCC2)c([N+](=O)[O-])c1 | ? | ·
O=S(=O)(Cc1ccccc1)N=Nc1c(O)[nH]c2ccc(Br)cc12 | 4% | 0
Cn1c(/C=C/c2cccc([N+](=O)[O-])c2)c([N+](=O)[O-])c(=O)n(C)c1=O | ? | ·
Cc1nn(-c2ccccc2)c(Cl)c1/C=C(\CC(=O)O)c1nc2ccccc2s1 | ? | ·
CCCCc1cc(=O)oc2cc(C)cc(OCC(=O)O)c12 | 1% | -2
NC(N)=NS(=O)(=O)c1ccc(NC(=S)NC(=O)c2sc3ccccc3c2Cl)cc1 | ? | ·
CCn1cc(C(=O)N2CCN(c3cccc(C)c3C)CC2)c(=O)c2ccc(C)nc21 | ? | ·
O=C(OCC1CC(c2ccccc2)=NO1)c1ccco1 (configuration not stated) | ? | ·
COC(=O)C1=CN(Cc2ccc(OC)c(OC)c2)C=C(C(=O)OC)C1c1cccs1 | ? | ·
CN(CCOc1ccc(Cl)cc1)C(=O)C1CCN(C(=O)c2ccc(F)cc2)CC1 | ? | ·
Cc1nc2ccccc2c(=O)n1Cc1ccco1 | 3% | 7
COc1ccc(OC)c(/C=C/C(=O)Nc2ccc(OC)nc2)c1 | ? | ·
Cc1ccc(C)c(NS(=O)(=O)c2cc(C(=O)NCc3ccncc3)ccc2C)c1 | ? | ·
C#CCOc1ccccc1/C=C1/C(=O)ON=C1C | 1% | 6
O=C(NCCc1c[nH]c2ccccc12)C(=O)c1c[nH]c2ccccc12 | i | -9
COc1ccc(N(C(=O)c2ccco2)C(C(=O)NC2CCCC2)c2ccncc2)cc1OC (configuration not stated) | -5% | 13
O=C(/C=C/c1ccc([N+](=O)[O-])cc1)N1CCN(c2ccccc2F)CC1 | 12% | -4
COc1ccc(N=C2SC(C(=O)N3CCN(c4ccc([N+](=O)[O-])cc4)CC3)CC(=O)N2C)cc1 (configuration not stated) | ? | ·
COC(=O)c1ccccc1NC(=O)C1CC(=O)N(c2ccc(C)cc2)C1 (configuration not stated) | ? | ·
COc1ccc(CN(C(C)=O)c2cccc(C)c2C)cc1 | i | 8
CCOC(=O)[C@@H]1[C@H]2COc3ccc(Br)cc3[C@H]2N2C(=O)N(c3ccc(Cl)cc3)C(=O)[C@@]12C | 23% | 28
Nc1nc(-c2ccc(Cl)cc2)c(N=Nc2ccc(S(=O)(=O)N3CCOCC3)cc2)s1 | ? | ·
O=C1OC(N2C(=O)CC[C@H]2C(=O)Nc2ccc(Br)cc2F)c2ccccc21 (some centres not stated) | -2% | -1
Cc1nc(C)c(C(=O)NNS(=O)(=O)c2ccc3ccccc3c2)s1 | ? | ·
O=c1[nH]c(C2CCN(S(=O)(=O)Cc3ccccc3)CC2)nc2c1nnn2Cc1ccccc1Cl | ? | ·
COc1cc(S(=O)(=O)N2CCN=C2c2ccccc2)ccc1F | i | ·
CCN(CC(=O)Nc1c(F)cccc1F)C(=O)c1ccc(C)c(S(=O)(=O)N2CCCCC2)c1 | ? | ·
O=C(CS(=O)(=O)c1ccccc1)Nc1ccc(S(=O)(=O)Nc2ncccn2)cc1 | ? | ·
CC1CCN(c2oc(-c3cccc4ccccc34)nc2C#N)CC1 | -2% | -15
CN(C)c1ccc(-c2nnn(Cc3ccccc3Br)n2)cc1 | 13% | -3
O=C(Nn1c(O)c(C=C2N=c3ccccc3=N2)sc1=S)c1ccccc1 | i | -8
CC(C)C(=O)Nc1c(-c2ccccc2F)c(=O)c2ccccc2n1C | 9% | -1
Cc1nn(C)cc1/C=C/C(=O)c1ccccc1 | i | 24
Cc1nc2c([nH]c3ccc(Br)cc32)s1 | ? | ·
C/C(=N\S(=O)(=O)c1ccc(C)cc1)N1CCCCC1 | -6% | 5
CC(=O)NC(C)Cc1cn(Cc2ccccc2)c2ccccc12 (configuration not stated) | i | 11
CCOC(=O)Nc1nc(-c2ccccc2)c(C(=O)c2ccccc2)s1 | ? | ·
O=C(CSc1nc2ccccc2o1)N1c2ccccc2Sc2ccc(Cl)cc21 | 15% | -10
CN(C(=O)N1CCN(S(=O)(=O)c2ccccc2)CC1)c1ccccc1 | 21% | -1
c1ccc2[nH]c(SCCN3CCOCC3)nc2c1 | ? | ·
COc1ccc(-n2c(C)nc3c(cnn3-c3ccc(C)c(C)c3)c2=O)cc1 | ? | ·
O=C(Nc1ccccc1N1CCCC1)c1ccc(N2CCCC2=O)cc1 | i | ·
CON1C(=O)CN(C(C)=O)C1c1ccc(Cl)cc1Cl (configuration not stated) | ? | ·
COC(=O)c1sccc1-n1cccc1C(=O)C(=O)N1CCCCC1 | i | -19
O=c1nc(-c2ccccc2)c2cc(Br)ccc2[nH]1 | ? | ·
CCOC(=O)C1CCN(CC(=O)Nc2ccc(S(=O)(=O)N3CCC(C)CC3)cc2)CC1 | i | -11
COc1ccc2cnn(-c3ccc(OC(F)(F)F)cc3)c(=O)c2c1OC | 7% | 2
COc1cc(/C=C/C(=O)O)cc(S(=O)(=O)Nc2ccc3[nH]c(=O)[nH]c3c2)c1OC | 19% | 9
COc1cc(/C=C2/SC(=O)N(Cc3ccccc3)C2=O)ccc1OCc1ccncc1 | ? | ·
CC(C)n1cnnc1SCC(=O)Nc1cccc(S(=O)(=O)N(C)c2ccccc2)c1 | -19% | -11
O=C(NC(=O)c1cccc(OC(F)(F)C(F)F)c1)OC1CCS(=O)(=O)C1 (configuration not stated) | ? | ·
Cc1cc(OCC(=O)N(Cc2ccccc2)C2CCS(=O)(=O)C2)ccc1Cl (configuration not stated) | 22% | -20
Cc1ccc(C(=O)NCC2(c3ccccc3)CCCC2)cc1 | -9% | 10

Quoted at random: 2 compounds from above
SMILES | Lipid storage S3 | Lipid storage S3 cell count max
O=C1OC(N2C(=O)CC[C@H]2C(=O)Nc2ccc(Br)cc2F)c2ccccc21 (some centres not stated) | -2% | -1
COc1ccc(-n2c(C)nc3c(cnn3-c3ccc(C)c(C)c3)c2=O)cc1 | ? | ·

By substructure: those above with a thiophene ring, fused or not.
SMILES | Lipid storage S3 | Lipid storage S3 cell count max
CC(C)C(NC(=O)c1cccs1)C(=O)NC1=NCCS1 (configuration not stated) | ? | ·
NC(N)=NS(=O)(=O)c1ccc(NC(=S)NC(=O)c2sc3ccccc3c2Cl)cc1 | ? | ·
COC(=O)C1=CN(Cc2ccc(OC)c(OC)c2)C=C(C(=O)OC)C1c1cccs1 | ? | ·
COC(=O)c1sccc1-n1cccc1C(=O)C(=O)N1CCCCC1 | i | -19

Back to the main list; the 6 compounds before the break are reprinted first.
SMILES | Lipid storage S3 | Lipid storage S3 cell count max
COc1cc(/C=C/C(=O)O)cc(S(=O)(=O)Nc2ccc3[nH]c(=O)[nH]c3c2)c1OC | 19% | 9
COc1cc(/C=C2/SC(=O)N(Cc3ccccc3)C2=O)ccc1OCc1ccncc1 | ? | ·
CC(C)n1cnnc1SCC(=O)Nc1cccc(S(=O)(=O)N(C)c2ccccc2)c1 | -19% | -11
O=C(NC(=O)c1cccc(OC(F)(F)C(F)F)c1)OC1CCS(=O)(=O)C1 (configuration not stated) | ? | ·
Cc1cc(OCC(=O)N(Cc2ccccc2)C2CCS(=O)(=O)C2)ccc1Cl (configuration not stated) | 22% | -20
Cc1ccc(C(=O)NCC2(c3ccccc3)CCCC2)cc1 | -9% | 10
O=c1[nH]c(=O)c2nc3c4ccccc4c4ccccc4c3nc2[nH]1 | ? | ·
COc1cc(C2NCCC(=O)C2(C)C)cc(OC)c1OC (configuration not stated) | 2% | -14
O=C(Nc1cccc2ccccc12)c1nn(C23CC4CC(CC(C4)C2)C3)cc1[N+](=O)[O-] | ? | ·
COc1ccc(NS(=O)(=O)c2cccc(C(=O)NNC(=O)c3ccc(NC(C)=O)cc3)c2)cc1 | ? | ·
CC(C)CN(C(=O)c1cc([N+](=O)[O-])cc([N+](=O)[O-])c1)C1CCS(=O)(=O)C1 (configuration not stated) | 16% | ·
O=S(=O)(Nc1cccc(CCc2ccccn2)c1)c1ccc(Cl)cc1 | 5% | 8
COc1ccc(S(=O)(=O)Nc2ccc(F)c(Cl)c2)cc1OC | ? | ·
CN(C)C(=O)CSc1nnc(CCCCCNC(=O)OC(C)(C)C)o1 | ? | ·
CCN1CCN(C(C(=O)NC2CCCC2)c2ccc(Cl)cc2)CC1 (configuration not stated) | ? | ·
COC(=O)[C@H](CCSC)NC(=O)NCCC1=CCCCC1 | ? | ·
Cc1cc(C)c(C)c(OCC(=O)NCC2CCCO2)c1 (configuration not stated) | ? | ·
Cc1cc(-c2csc(Nc3ccccn3)n2)ccc1F | ? | ·
COc1ccc(S(=O)(=O)N2CCCCC2)cc1NC(=O)Cc1ccsc1 | ? | ·
Cn1nc(C(=O)NCc2ccc(F)cc2)c2c1-c1ccccc1S(=O)(=O)C2 | ? | ·
CN1C(=O)/C(=C/c2ccc(C(=O)Nc3ccc(O)cc3C(=O)O)cc2)SC1=S | ? | ·
CCN(CC(=O)N1CCN(Cc2ccccc2)CC1)S(=O)(=O)c1ccc(F)cc1 | -11% | 7
COC(=O)c1ccc(CN2CCCC(CO)(Cc3ccccc3F)C2)cc1 (configuration not stated) | -8% | 2
COc1ccc(/C(O)=C2/C(=O)C(=O)N(CCCC(=O)O)C2c2ccc(OC)cc2)cc1 (configuration not stated) | 25% | -4
COc1ccc(-c2nn(-c3ccccc3C)cc2CNC(C)Cn2cncn2)cc1F (configuration not stated) | ? | ·
COC(=O)c1c(NC(=O)CSc2nnc(-c3ccco3)n2C)sc(C)c1C | -2% | 1
CC(C)=C1C2CCC1C1C(=O)N(c3nc(-c4ccccc4)c(C)s3)C(=O)C21 (configuration not stated) | -13% | -12
O=C(NCc1cccnc1)Nc1cccc(Cl)c1 | i | 10
C=CCOc1cccc(CNc2cccc(C(=O)O)c2)c1 | -2% | 6
CCC1Oc2ccc(C)cc2N(CC(=O)NCCCN2CCOCC2)C1=O (configuration not stated) | ? | ·
CN=CC1=C(O)c2ccccc2C1=O | ? | ·
CCCCNC(=S)N1CCn2cccc2C1c1ccccc1 (configuration not stated) | 5% | 0
CN(Cc1ccccc1)C(=O)CNC(=O)C12CC3CC(CC(C3)C1)C2 | ? | ·
COc1c(F)c(F)c(C(=O)Nc2ccccc2N2CCN(C(=O)C(C)C)CC2)c(F)c1F | ? | ·
CCCOc1cccc(C(=O)N(Cc2ccc(OC)c(OC)c2)C2CCS(=O)(=O)C2)c1 (configuration not stated) | ? | ·
O=c1c2c(nc3nc[nH]n13)CCC2 | ? | ·
COc1ccc(/C=N/S(=O)(=O)c2ccc(C)cc2)cc1 | -21% | ·
O=S(=O)(Nc1ncccn1)c1ccc(NC(=S)Nc2cccc(Cl)c2)cc1 | 0% | 7
O=C(CSc1nnnn1-c1ccccc1)NC1CCCc2ccccc21 (configuration not stated) | 13% | 0
Cc1cccn2c(=O)c3cc(C(=O)NCC4CCCO4)c(=N)n(CC4CCCO4)c3nc12 (configuration not stated) | i | 17
O=C(Cc1ccc(Cl)cc1)N1CCN(c2ccccc2)CC1 | 0% | -1
CC(=O)NC12CC3CC(C1)CC(C(=O)Nc1nc4c(C)cccc4s1)(C3)C2 | 5.8µM* | -14*
O=C1c2cccnc2C(O)N1Cc1ccc(F)cc1 (configuration not stated) | 5% | 1
O=C(CN(Cc1ccccc1)C(=O)CSc1nnc(COc2ccccc2)o1)NC1CCCC1 | -3% | ·
Cn1cccc1-c1cc(C(=O)N/N=C/C=C/c2ccccc2)[nH]n1 | ? | ·
O=C(Cc1c(F)cccc1Cl)Nc1ccccc1-c1ccccc1 | ? | ·
CNc1nc(Nc2ccc(Br)cc2)nc(N)c1[N+](=O)[O-] | ? | ·
COc1cccc2cc(-c3csc(CCn4nc(C)cc4C)n3)c(=O)oc12 | ? | ·
COc1cc(OC)cc(-c2nnc(NC(=O)c3ccc4c(c3)OCCO4)o2)c1 | i | -9
C(=N\Nc1ccc2ccccc2n1)/c1ccc2c(c1)OCO2 | ? | ·
COC(=O)c1ccc(-n2c(C)cc(C(=O)CSc3cccc[n+]3[O-])c2C)cc1 | i | ·
Fc1ccccc1CSc1nnc(-c2ccccc2)o1 | i | -26
CCOC(=O)C(CC)Sc1nc(N)c(NC(=O)c2ccc(OC)c(OC)c2)c(=O)[nH]1 (configuration not stated) | 14% | ·
CC(C)NC(=O)c1onc(CSc2ccc(Cl)cc2)c1C(=O)O | 11% | -13
O=C(Nc1cc(-c2nc3ccccc3s2)ccc1Cl)c1ccc2c(c1)OCO2 | 10% | -13
Cc1cc(C)cc(NC(=O)COc2ccc3c(C)c(Cc4ccccc4)c(=O)oc3c2)c1 | ? | ·
COCCNC(=O)C1(C)Oc2ccccc2NC1=O (configuration not stated) | ? | ·
Cc1ccc(N2C(=O)c3ccc(C(=O)N4CCN(c5cccc(C)c5C)CC4)cc3C2=O)cc1 | -13% | -9
